BCR signal inh = blocks chronic active B-cell receptor signaling | Potency, µM (top dose mostly 46.1 µM), for inactives: at the highest dose ratio change, negative = lower green/red ratio, most hits filed as inhibitors | 340,000 tested, 0.05% active | ABC-DLBCL IkBa-CBG/CBR reporter, luminescence ratio, 4 h | AID 493014; active = well fitted inhibition curve with a large enough effect in the signal ratio, with a control signal flat, not every such curve was filed as active; inconclusive = small, poorly fitted or top-dose-only effect, or effect the other way, or a change in a side signal; the % refers to the signal ratio;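 also: potency is read from the fitted curve at half-maximal effect; plate controls were basal doxycycline-induced cells for no effect and cells given 10 µM MG132 for full effect; MG132 reads +100%, hits lower the ratio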
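TMD8 ABC-DLBCL cells carrying doxycycline-inducible green luciferase fused to IkappaBalpha plus unfused red luciferase were exposed to compounds (up to 46 uM) for 4 hrs at 37C. Activity came from the overlap-corrected green/red luminescence ratio.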
TSG101-PTAP inh = blocks PTAP/TSG101 interaction to inhibit HIV-1 budding | Potency, µM (top dose mostly 115 µM), for inactives: at the highest dose activity change, negative = inhibition, usual class: inhibitors | 340,000 tested, under 10 active | Q99816 | Fluorescence polarization, FITC-PTAP peptide / Tsg101 binding | AID 493005; active = well fitted inhibition curve with a large enough effect in the main read-out, with a control signal flat, not every such curve was filed as active; inconclusive = small, poorly fitted or top-dose-only effect, or effect the other way, or a change in a side signal; inactive = no such curve, though single readings can be large or run the other way; also: potency is read from the fitted curve at half-maximal effect; % of control where 0% means no effect
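Compounds were pin-transferred onto Tsg101 binding domain (10 uM final) in HEPES pH 7.5 buffer, then FITC-PTAP peptide was added at 50 nM final. After 20 min at RT, polarization reported peptide displacement across a qHTS concentration series.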
TSHR antag = human thyrotropin receptor antagonism; TSHR-expressing cells, TSH-stimulated cAMP HTRF, 2 h; active compounds read low; activity change, negative = inhibition, % at 11.5 µM; 330,000 tested, 0.2% active; AID 504810;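 active = activity change below a set negative limit, meaning inhibition stronger than a set level, cut at about -70% in these data; inconclusive = activity change between two set negative limits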; also: % is scaled to controls: 0 for no effect and ±100 for the full control effect
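Inhibition of cAMP made by TSHR-expressing cells under TSH stimulation (4nM final, EC80; 2 h, 37 deg C) is quantified with a one-step lysis HTRF kit, anti-cAMP cryptate versus cAMP-d2.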
Mito fusion act = blocks mitochondrial division or promotes mitochondrial fusion; S. cerevisiae fusion-defective mutant growth rescue, CellTiterGlo 48 h; Potency, µM (series often up to 46.1 µM), for inactives: at the top dose growth rescue (activation), most hits filed as activators; 320,000 tested, 0.23% active; AID 485298;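 also: potency is read from the fitted curve at half-maximal effect; % of control where 0% means no effect; nearly all actives have a fitted effect of over 45% in size; temperature-sensitive fusion mutants such as fzo1-1 at 37 °C on non-fermentable ethanol glycerol medium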
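Temperature-sensitive fusion-defective S. cerevisiae (e.g. fzo1-1, mgm1-5) were grown with compound in YPEG medium (3% ethanol, 3% glycerol) for 48 hours at 37C. Growth rescue was measured as viability by CellTiterGlo luminescence after 10 minutes at ambient.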
TCR act = activates T cell receptor signaling; primary human leukocytes, anti-CD3, IL-2 HTRF, 48 h; Potency, µM (titrated, usually from 9.22 µM), inactives show top-dose activation of IL-2 secretion, most hits filed as activators; 330,000 tested, under 10 active; also: % of control where 0% means no effect
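1) Mix primary human leukocytes, a-CD3 beads and compound. 2) Incubate 48 hr. 3) Add HTRF IL-2 reagents (a-IL-2-K, a-IL-2-d2).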
ELG1 DNA repair = inhibitors of ELG1-dependent DNA repair in HEK293T cells. AID 504467. 330,000 tested, 2.3% active. HEK293T ELG1-luciferase reporter, luminescence, 16 h; DNA damage induced by 5-fluorouridine. Potency, µM (titrated, usually from 46.1 µM), without a hit: top-dose activity change, negative = inhibition, usual class: inhibitors; also: potency is read from the fitted curve at half-maximal effect; % is scaled to controls: 0 for no effect and ±100 for the full control effect; nearly all actives have a fitted effect of over 55% in size
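In this reporter screen, reduction of luminescence relative to DMSO vehicle indicated activity. Compounds and 5-fluorouridine were added together to 2,000 cells per well, incubated for 16 hr at 37 °C, then developed with ONE-Glo.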
USP2a block = USP2a (human) protease inhibition; O75604; 330,000 tested, 0.01% active; Potency, µM (highest dose often 38.3 µM), for the others: top-dose activity change, negative = inhibition, actives largely listed as inhibitors; USP2 core, Ub-CHOP2 coupled fluorogenic reporter, 485/531;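 also: potency is read from the fitted curve at half-maximal effect; plate controls were DMSO wells for no effect and full inhibition by NEM control for full effect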
Target sequence (O75604 whole entry, looked up): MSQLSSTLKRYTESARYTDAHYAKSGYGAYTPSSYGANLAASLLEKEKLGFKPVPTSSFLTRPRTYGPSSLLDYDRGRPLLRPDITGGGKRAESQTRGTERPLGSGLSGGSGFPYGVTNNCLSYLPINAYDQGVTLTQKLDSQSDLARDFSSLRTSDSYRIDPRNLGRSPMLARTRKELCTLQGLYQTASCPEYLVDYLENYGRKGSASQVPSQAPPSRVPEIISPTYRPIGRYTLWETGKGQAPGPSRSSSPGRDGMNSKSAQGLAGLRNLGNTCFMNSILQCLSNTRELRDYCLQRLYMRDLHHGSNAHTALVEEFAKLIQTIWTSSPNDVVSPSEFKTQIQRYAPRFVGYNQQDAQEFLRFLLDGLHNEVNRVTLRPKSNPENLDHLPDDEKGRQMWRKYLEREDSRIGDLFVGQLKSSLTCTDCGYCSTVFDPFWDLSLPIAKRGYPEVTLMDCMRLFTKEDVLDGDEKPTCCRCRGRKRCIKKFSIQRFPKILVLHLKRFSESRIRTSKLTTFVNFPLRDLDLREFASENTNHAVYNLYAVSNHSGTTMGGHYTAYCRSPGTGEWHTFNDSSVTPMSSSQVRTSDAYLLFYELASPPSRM
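Cell-free coupled assay: 10nM USP2 core preincubated 30min RT with compound in Tris-HCl pH 8.0/CaCl2/CHAPS buffer, then 25nM Ub-CHOP2 and 25nM reporter substrate; fluorescence (Ex 485/Em 531) read after 60min RT, normalized to NEM inhibition, concentration-response curves fitted.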
B2AR arrestin = agonists driving beta-arrestin recruitment to human beta2-adrenergic receptor; AID 492947; Potency, µM (highest dose often 46.1 µM), inactives show at the top dose activation, most hits filed as activators; 330,000 tested, 0.02% active; beta-arrestin recruitment to beta2AR, cell-based reporter;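 also: potency is read from the fitted curve at half-maximal effect; 0% = DMSO controls and full agonism = EC100 isoproterenol or metaproterenol; nearly all actives have a fitted effect of over 65% in size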
Tb PFK inh = T. brucei PFK enzyme inhibition; O15648; T. brucei PFK, ADP-Glo luminescence; Potency, µM (highest dose often 57.5 µM), for inactives: top-dose activity, negative = inhibition, most hits filed as inhibitors; 330,000 tested, 0.17% active;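 also: potency is read from the fitted curve at half-maximal effect; 0% = uninhibited 1x PFK enzyme wells and -100% = no-enzyme wells; nearly all actives have a fitted effect of over 60% in size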
Target sequence (O15648 whole entry, looked up): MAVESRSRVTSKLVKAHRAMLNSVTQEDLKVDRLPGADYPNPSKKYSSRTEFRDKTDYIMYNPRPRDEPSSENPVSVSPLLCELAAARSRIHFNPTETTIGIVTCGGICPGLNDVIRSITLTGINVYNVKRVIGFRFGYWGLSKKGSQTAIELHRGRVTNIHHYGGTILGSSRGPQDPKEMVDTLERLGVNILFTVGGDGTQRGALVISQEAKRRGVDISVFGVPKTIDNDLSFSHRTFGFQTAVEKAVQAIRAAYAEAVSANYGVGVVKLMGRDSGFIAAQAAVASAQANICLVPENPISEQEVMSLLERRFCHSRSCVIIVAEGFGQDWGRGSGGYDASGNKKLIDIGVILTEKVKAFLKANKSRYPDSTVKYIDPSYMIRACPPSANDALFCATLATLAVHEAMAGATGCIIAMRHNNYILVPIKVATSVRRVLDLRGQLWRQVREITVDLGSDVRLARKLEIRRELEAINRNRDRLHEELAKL
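PFK 1.25 nM, F6P 0.5 mM, ATP 0.1 mM, 0.1 M TEA pH 8.0, 5 mM MgCl2, 0.01% Tween20, 0.1% BSA; 45 min RT. ADP-Glo readout. qHTS titration up to 57 uM; curves fitted, compounds curve-classed.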
uPA generation = cell surface uPA generation inhibition. cell surface uPA generation assay, qHTS. Potency, µM (titrated, usually from 38.3 µM), for the others: top-dose activity change, negative = inhibition, usual class: inhibitors. 330,000 tested, 0.31% active; active = well fitted inhibition curve with a large enough effect; inconclusive = small, poorly fitted or top-dose-only effect; inactive = no such curve, though single readings can be large or run the other way; tested in mouse RAW 264.7 cells; also: potency is read from the fitted curve at half-maximal effect; % is scaled to controls: 0 for no effect and ±100 for the full control effect; nearly all actives have a fitted effect of over 55% in size
Eya2 inh = Eya2 (human) phosphatase inhibition; Potency, µM (titrated, usually from 76.9 µM), without a hit: top-dose activity, negative = inhibition, hits mostly inhibitors; AID 488837; O00167; 330,000 tested, 0.006% active; recombinant Eya2, OMFP fluorescence dephosphorylation (OMFP is methylfluorescein phosphate); also: potency is read from the fitted curve at half-maximal effect; % is scaled to controls: 0 for no effect and ±100 for the full control effect
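Eya2 protein (added as 0.2 uM solution) was preincubated with compound for 10 min at ambient temperature in 50 mM HEPES pH 7.5, 50 mM NaCl, 5 uM MgCl2, 0.05% BSA, 1 mM DTT. OMFP (added at 50 uM) then reacted 10 min; fluorescence read at 485/525 nm.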
Active calls of the source: *; u = inconclusive; x = not tested or not shown; & = joins results of further samples; [ ] = another dose, or the depositor's remark. Unless noted, calls follow the shape of the dose curve; as a rule, active = well fitted curve in the direction sought with a large enough effect; inconclusive = small, poorly fitted or top-dose-only effect, or another doubt; inactive = no such curve, though single readings can be large; an effect the other way counts as inactive or inconclusive.

SMILES	BCR signal inh	TSG101-PTAP inh	TSHR antag	Mito fusion act	TCR act	ELG1 DNA repair	USP2a block	B2AR arrestin	Tb PFK inh	uPA generation	Eya2 inh
OCCOc1cccc(CN2CCC(CO)(CCOc3ccccc3)CC2)c1	4%	2%	8	-3%	-6%	1%	-2%	0.1%	0%	13%	5%
COc1ccc2[nH]c3c(=O)n(N)c(C)nc3c2c1	12%	-1%	8	1%	7%[46.1 µM]	-11%	-5%	0.4%	0%	-1%	-3%
CCC(C)COC(c1ccccc1)(c1ccccc1)C(Oc1nc(C)cc(C)n1)C(=O)O (configuration not stated)	2%	-11%	0	-2%	4%	25%	4%	-0.4%	1%	0%	8%
CC(C)CCN1C(=O)c2ccc(C(=O)NCC3CCCO3)cc2C1=O (configuration not stated)	0%	-2%	-7	-5%	-6%	0%	0%	0.0%	1%	0%	-24%
CCOC(=O)CC(=O)Nc1ncnc2c1C(c1ccccc1)c1c(ccc3ccccc13)O2 (configuration not stated)	-7%	-4%	30	x	5%	u	-8%	-0.3%	0%	-1%	6%
CC(=O)Nc1ccc(OCC(O)Cn2ccnc2)cc1 (configuration not stated)	u	-1%	2	-2%	2%	u	-1%	-0.6%	1%	-2%	-1%
Cc1n[nH]c(C)c1CCC(=O)N/N=C/c1c(C)[nH]c2ccccc12	-10%	-1%	2	-1%	-3%	1%	-1%	-0.3%	3%	3%	-2%
CCCCNC(=O)COC(=O)CCC(=O)c1ccc(F)cc1	4%	-1%	-7	1%	1%	-5%	2%	-0.1%	-1%	-1%	0%
CC(=O)Nc1cc(C(=O)OCC(=O)c2ccc(Cl)cc2Cl)ccc1C	-4%	-3%	-9	3%	-3%	6%	1%	-0.3%	-1%	x	9%
COc1cc(C)c(-c2cc(C(=O)O)c(C)o2)cc1C(C)C	2%	-10%	-3	u	11%	20%	2%	-0.1%	0%	-15%	-4%
COc1ccccc1N1CCN(C(=O)CSc2nc3ncnc(N)c3[nH]2)CC1	u	-2%	-6	-4%	x	2%	1%	-0.2%	0%	9%	-13%
CC(=O)N1CCc2c(sc(NC(=O)CCS(=O)(=O)c3ccc(C)cc3)c2C#N)C1	0%	0%	-7	1%	1%	1%	-6%	0.2%	-1%	-10%	-12%
Cc1ccc(C)n1CCN1CCN(C(=O)CSc2nc3ccccc3nc2N2CCOCC2)CC1	10%	0%	-4	-1%	-11%	6%	1%	-0.6%	2%	2%	-3%
Clc1nc(-c2ccccc2)cc(-c2ccccc2)n1	9%	-3%	8	-2%	-4%[46.1 µM]	11%	4%	-0.5%	-2%	-3%	1%
Cc1ccnc(N2CCCC(C(=O)NCc3cccs3)C2)n1 (configuration not stated)	-1%	-6%	-3	5%	4%[46.1 µM]	-14%	0%	-0.5%	-5%	5%	7%
COc1ccc(OC)c2c1sc(=NC(=O)C1CC1)n2C	8%	-3%	-7	6%	6%	-4%	-1%	0.1%	2%	-18%	-7%
Cn1cnnc1Sc1cc(N2CCN(S(=O)(=O)c3ccc4ccccc4c3)CC2)ccc1[N+](=O)[O-]	u	-2%	-5	0%	2%[46.1 µM]	8%	-1%	-0.8%	-14%	-7%	0%
O=S(=O)(Nc1ccc(Cl)nn1)c1ccccc1	-1%	-3%	-9	5%	1%	-1%	1%	0.0%	-9%	u	0%
O=C(CSc1nnc2scc(-c3ccccc3)n12)Nc1ccc2c(c1)OCCO2	-8%	-3%	1	6%	-5%	u	2%	0.0%	-6%	x	14%
O=C(c1ccccc1)N1CCN(Cc2cccc(Oc3ccccc3)c2)CC1	u	-5%	-5	14%	1%[46.1 µM]	-22%	-6%	9.8%	0%	-2%	-7%
CC(=O)Nc1ccc(C(=O)N(C)C(C(=O)Nc2ccccc2)c2ccccn2)cc1 (configuration not stated)	u	-5%	-1	3%	-7%[46.1 µM]	13%	4%	-1.1%	0%	5%	-1%
Cc1nn(Cc2ccccc2)c2c1C(c1cccc(Cl)c1)C(C#N)=C(N)O2 (configuration not stated)	u	-6%	-10	-1%	-4%	u	-2%	0.2%	-5%	-10%	3%
CC(C)NS(=O)(=O)c1ccc(OCC(=O)NCc2ccccc2)cc1	-1%	0%	-3	1%	-3%	13%	0%	-0.5%	2%	7%	7%
CCOC(=O)N/N=C(/C)c1cccc(-n2cnnn2)c1	-1%	-3%	1	-3%	11%	13%	0%	0.0%	2%	1%	-4%
Cc1ccc(NC(=O)N2CCCC2C(=O)Nc2nnc(C(C)C)s2)cc1 (configuration not stated)	0%	1%	-2	9%	-3%	u	0%	0.1%	-2%	2%	-7%
O=C(Cc1cccs1)NCCc1ccc(Cl)cc1	0%	1%	-9	3%	4%	7%	0%	0.2%	1%	10%	3%
O=C(NCCCn1ccnc1)c1ccc(Cl)c(Cl)c1	u	-2%	10	-1%	x	0%	6%	-0.5%	-2%	0%	u
FC(F)(F)c1ccc(CN2CCCCCC2)cc1	6%	-4%	2	-2%	0%	0%	-1%	-0.2%	3%	7%	41%
CC(=O)NC1(C(=O)O)CCCC1	0%	0%	0	4%	-4%	7%	-5%	0.3%	-2%	1%	1%
Cc1ccc(NC(=O)CS(=O)CC(=O)Nc2ccccc2-c2ccc(C)o2)cc1 (configuration not stated)	-9%	-6%	6	-1%	-6%	2%	3%	0.1%	-4%	-2%	7%
COc1ccc2[nH]c(=O)c(CN(Cc3cccnc3)S(=O)(=O)c3ccccc3F)cc2c1	-1%	-2%	4	-4%	-1%	u	-1%	-0.1%	0%	-1%	-8%
CCc1nnc(NC(=O)CSc2nnc3c4ccccc4n(C)c3n2)s1	0%	-5%	3	-5%	-1%	5%	0%	0.0%	-1%	-1%	9%
Cc1ccc(S(=O)(=O)/N=S(\C)CC2CC2(Cl)Cl)cc1 (configuration not stated)	9%	-5%	9	4%	x	0%	5%	0.1%	-5%	x	17%
CCOc1cc(CNCC(C)C)c(Cl)cc1OCC(=O)Nc1ccccc1	u	0%	0	-1%	8%	8%	-2%	5.0%	-1%	-3%	-14%
Cc1cc(N2CCN(c3cccc(C(F)(F)F)c3)CC2)n2ncnc2n1	1%	-4%	-6	21%	7%	-2%	1%	-0.1%	-6%	-2%	8%
COc1ccc(S(=O)(=O)N2CCCC(C(=O)NC3CC3)C2)cc1Cl (configuration not stated)	3%	-5%	0	1%	-2%	16%	1%	0.0%	-3%	-1%	-4%
C=CCc1cccc2cc(C(=O)N3CCN(C(=O)c4ccccc4)CC3)c(=O)oc12	-8%	-3%	x	8%	-1%	7%	2%	0.1%	6%	-8%	-19%
O=C(c1ccc(Cl)c(Cl)c1)N1CCN(c2ccccn2)CC1	7%	-1%	11	-3%	x	-23%	0%	0.2%	1%	-1%	-9%
Cc1ccc(NC(=O)c2c(-c3c(F)cccc3Cl)noc2C)cc1F	2%	-1%	-7	-1%	-2%	u	-1%	-1.1%	4%	3%	13%
O=C(CSc1n[nH]c(-c2ccccc2)n1)NC1CCCCC1	0%	-6%	-9	1%	0%	1%	2%	0.2%	2%	2%	-5%
CCOC(=O)c1cnc(SC)nc1Sc1ccccc1	u	-1%	-3	20%	3%	10%	6%	-0.2%	2%	2%	-7%
COc1ccc(OCCC(=O)OCC(=O)NC2CCCCC2)cc1	u	-3%	-9	x	-2%[46.1 µM]	2%	3%	-0.5%	5%	0%	-19%
Cc1ccc(-c2noc(CCC(=O)N3CCCC3)n2)cc1	u	-1%	9	-1%	1%	u	0%	0.2%	-2%	11%	-12%
CN1CCN(Cc2cc(COCc3ccccc3)c3cccnc3c2O)CC1	u	-5%	-10&15	-5%&0%	3%	u	-8%&-3%	2.5µM*	17%&18%	-12%	1%&-17%
CCOC(=O)C1CCCN(c2ncnc3c2[nH]c2cccc(OC)c23)C1 (configuration not stated)	2%	x	-33	u	x	0%	2%	u	3%	x	5%
Cc1ccc(NS(=O)(=O)c2ccc(-c3ccc(=O)[nH]n3)o2)cc1Cl	-8%	-4%	-10	-10%	0%	-6%	-2%	0.3%	7%	6%	-8%
O=[N+]([O-])c1ccc(OCCO)c(P(=O)(c2ccccc2)c2ccccc2)c1	-2%	-2%	-3	5%	-3%	0%	2%	0.4%	4%	-3%	15%
